# HEK293 NOD2/NF-kB: NOD2 signaling inhibitors, cell-based, luminescence, uHTS, HEK293 (AID 1566) | HEK293 NOD2/NF-kB luciferase reporter, luminescence; higher % means a stronger effect | one-dose inhibition, % at 4 µM; EC50 in µM for titrated hits | actives 0.63% (n = 290,000); also: many of its hits are not listed in these tables
# T cell modulator: modulators of CD8 T cell-vesicle binding, primary screen, mouse 2C CD8+ T cells, flow cytometry; actives 0.068% (n = 330,000); AID 2052, 2009; 2C CD8+ T cell-vesicle binding; hits give low values; calls only at 7 µM;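 active = response, share of CD8 T cells binding vesicles, and their 90th percentile fluorescence all below set limits, cut at about 80% in these data, passing the limit was not always enough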
#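 Read-out – percent CD8+ FL2 mean versus row control · System – murine 2C transgenic CD8+ T lymphocytes · Times – 1.5 h cell–vesicle binding at 37 °C, then 20 min icy labelling · Control set – naked vesicles low, QL9 vesicles with vehicle high · Detection – cytometric PE anti-B7-1 and Alexa647 anti-CD8 signals after 1% paraformaldehyde fixation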
# Myeloid diff MLP: induction of myeloid progenitor differentiation, primary screen, cell-based, flow cytometry, MLPCN library; ER-HoxA9 myeloid progenitors, lysozyme-GFP differentiation; calls only at 10 µM; actives 1% (n = 360,000); AID 624256, 2012;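 active = normalized GFP-positive differentiation at or above the plate's own cutoff, the solvent-only control mean plus 3 SD; inconclusive = no clear call, values can overlap the other calls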;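 also: cells exposed to compound for four days before flow analysis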
# KOR beta-arrestin-1: KOR agonists, beta-arrestin recruitment, primary screen, cell-based, luminescence, uHTS (AID 1777). KOR beta-arrestin recruitment, luminescence; higher % means a stronger effect. one-dose activation, % at 10 µM; EC50 in µM for titrated hits. actives 0.02% (n = 280,000). Kappa-type opioid receptor (Homo sapiens); in the data active = activation above about 50%, passing the limit was not always enough; also: a part of the inactive calls stands beside numbers as strong as those of hits
# GPR55 antagonists: GPR55 antagonists blocking LPI-driven arrestin recruitment, primary screen, imaging, U2OS, beta-arrestin-GFP, LPI agonist (AID 2013) | U2OS GPR55 beta-arrestin-GFP translocation imaging, LPI antagonism; higher % means a stronger effect | actives 0.13% (n = 290,000) | G-protein coupled receptor 55 (Homo sapiens) | inhibition, % at 10 µM, or IC50 in µM where a hit was titrated;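 active = spots per cell inhibited over 60%, with over 100 cells counted and total cytoplasm intensity under 500,000; inconclusive = wells with under 100 cells, flagged as likely toxic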;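 also: U2OS cells stably carrying GPR55 and arrestin-GFP stimulated by 5 µM LPI near EC80; imaged beta-arrestin-GFP aggregate spots per cell after agonist stimulation; plate controls were LPI-stimulated DMSO wells for no effect and DMSO wells without LPI for full effect; some results filed as inactive read as strong as hits; confirmed hits need IC50 under 10 µM and bright autofluorescent wells are also inconclusive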
# KOR beta-arrestin-2: KOR antagonists, beta-arrestin recruitment, cell-based, luminescence, uHTS (AID 1778); Kappa-type opioid receptor (Homo sapiens); KOR beta-arrestin recruitment, luminescence, antagonist mode; higher % means a stronger effect; inhibition, % at 10 µM; hits with a dose series show IC50 in µM; actives 0.091% (n = 290,000); also: strong numbers were not always called active
# NOD1 NF-kB reporter: NOD1 signaling inhibitors, primary screen, cell-based, luminescence, uHTS (AID 1578); NOD1-driven NF-kB luciferase reporter cells, luminescence; higher % means a stronger effect; actives 1% (n = 290,000); one-dose inhibition, % at 4 µM; EC50 in µM for titrated hits; in the data active = inhibition mostly above about 36%, no sharp cut-off; inactive = mostly below about 34%;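 also: HEK-293T reporter cells stimulated with the NOD1 agonist gamma-tri-DAP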
# GPR55 activation: GPR55 agonists via beta-arrestin recruitment, primary screen, imaging, U2OS cells, beta-arrestin-GFP redistribution (AID 1961); G-protein coupled receptor 55 (Homo sapiens); U2OS GPR55 beta-arrestin-GFP redistribution imaging; higher % means a stronger effect; activation, % at 10 µM, or EC50 in µM where a hit was titrated; actives 0.048% (n = 290,000);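 active = activation above 40% with more than 50 cells counted in the well; inconclusive = wells holding fewer than 50 cells, flagged as toxic or sparse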;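 also: U2OS osteosarcoma cells stably expressing GPR55 and beta-arrestin-GFP; plate controls were DMSO negative control for no effect and LPI positive control for full effect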
# NTR1 agonist: agonists of NTR1, primary screen, imaging, U2OS cells, beta-arrestin-GFP, high content (AID 493036); activation, % at 20 µM; actives 0.17% (n = 330,000); NTR1-U2OS beta-arrestin-GFP spot imaging, agonist mode;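 active = activation at or above 40% of the spot to cytoplasm intensity ratio, with at least 20 cells analyzed; inconclusive = wells under 20 cells, flagged as cytotoxic or low count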;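 also: 0% = DMSO without peptide and 100% = 100 nM NTR1 peptide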
# Target sequence (P30989 whole entry, looked up): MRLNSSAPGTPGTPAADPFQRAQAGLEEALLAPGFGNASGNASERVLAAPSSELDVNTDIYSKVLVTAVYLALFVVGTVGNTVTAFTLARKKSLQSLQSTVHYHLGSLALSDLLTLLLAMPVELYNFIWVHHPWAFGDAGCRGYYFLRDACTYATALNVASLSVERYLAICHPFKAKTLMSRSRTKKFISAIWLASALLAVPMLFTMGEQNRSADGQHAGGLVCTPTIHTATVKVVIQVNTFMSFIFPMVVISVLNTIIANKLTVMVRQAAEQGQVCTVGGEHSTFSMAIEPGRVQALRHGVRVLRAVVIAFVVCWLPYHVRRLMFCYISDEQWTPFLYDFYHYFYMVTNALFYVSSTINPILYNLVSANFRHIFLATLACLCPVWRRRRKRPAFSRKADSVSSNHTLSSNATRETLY
# T cell modulator vesicle-bound %: recorded beside T cell modulator, whose call it bears; double positive events, %; measured here: CD8+ vesicle-bound cell fraction;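 binding gate set so that unloaded-vesicle control wells show 10% double positive cells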
# NTR1 agonist cell count 20 µM: also measured in NTR1 agonist; calls as there; cell count; measured here: cell count, cytotoxicity flag
# Myeloid diff MLP GFP+ MAC1+ %: further read-out of Myeloid diff MLP, marked with its call; GFP+ MAC1+ double positive, %; measured here: differentiation confirmed by MAC1 staining
# Numbers without * were called inactive; i = inactive; ? = inconclusive; · = not tested or not shown; [ ] = another dose, or the depositor's remark. Rule as the data show it, unless noted: active = inhibition above about 50%; inactive = the rest. Not all compounds are listed (hit frequency here may not be typical).
SMILES,HEK293 NOD2/NF-kB,T cell modulator,T cell modulator vesicle-bound %,Myeloid diff MLP,Myeloid diff MLP GFP+ MAC1+ %,KOR beta-arrestin-1,GPR55 antagonists,KOR beta-arrestin-2,NOD1 NF-kB reporter,GPR55 activation,NTR1 agonist,NTR1 agonist cell count 20 µM
CC1CCC(C(C)C)C(OCC(O)CN2CCOCC2)C1 (stereo unspecified),-9%,i,13,i,1.8,0.9%,11%,-25%,-54%,0.6%,1.3,60
COc1ccc(CC(=O)N2CCN(c3cccc(Cl)c3)CC2)cc1OC,-3%,i,56,i,0.9,-3.4%,-3%,18%,-5%,-0.1%,0.4,52
N#Cc1ccccc1Oc1ccccc1C=O,2%,i,61,i,0.5,-1.9%,-17%,-38%,-28%,-0.2%,3.4,41
O=[N+]([O-])c1ccc2nc(-c3ccccc3)cc(-c3ccccc3)c2c1,4%,i,31,i,0.4,-3.3%,5%,14%,-21%,0.7%,2.9,46
Cn1c(SCC(=O)c2ccccc2)nnc1-c1cccnc1,0%,i,24,i,1.1,-4.5%,3%,9%,-16%,0.0%,0.8,86
O=C1CCC(C(=O)N2CCCC(C(=O)c3ccc4c5c(cccc35)CC4)C2)=NN1 (stereo unspecified),-7%,i,55,i,0.2,·,8%,-16%[20 µM],-21%,-0.1%,-2.2,97
O=C(C1CCN(c2ccc(N3CCOCC3)nn2)CC1)N1CCc2ccccc2C1,10%,i,57,i,7.3,-2.7%,-1%,-10%,-5%,0.2%,0.1,63
CCOC(=O)CNC(=O)Nc1cccc(Cl)c1C,7%,i,21,i,1.1,-2.0%,10%,29%,-16%,-0.1%,-2.2,43
Cc1cccc(NC(=S)NC(=O)c2ccc(Br)o2)c1,-85%,i,56,i,0.3,0.2%,-6%,-8%,-34%,0.4%,1.2,100
Cc1nn(C)cc1CN(C)S(=O)(=O)c1cccc([N+](=O)[O-])c1,7%,i,14,i,0.4,-3.5%,10%,-14%[20 µM],-13%,0.2%,2.4,28
CCN(CC)CCOc1ccccc1C(C)=O,17%,i,36,i,0.1,-1.4%,8%,-47%[20 µM],-13%,-0.1%,-2.1,87
O=S1(=O)CCOC[C@H](c2ccccc2)N1Cc1ccccc1,-16%,i,52,i,0.4,1.0%,3%,-5%[20 µM],-25%,-0.3%,-0.8,53
CCc1cccc(CC)c1NC(=O)CN1C2CCCC1CC(NC(=O)Nc1cccc(OC)c1)C2 (stereo unspecified),-2%,i,14,i,0.5,1.6%,2%,5%,-31%,-0.1%,4.6,54
Cc1ccccc1NC(=O)Cn1nc(C)n2cccc2c1=O,16%,i,18,i,1.6,-0.6%,8%,18%,-5%,-0.3%,0.5,60
C/C(=N\S(=O)(=O)c1ccc(C)cc1)N1CCN(S(=O)(=O)c2ccccc2)C1C(C)C (stereo unspecified),-4%,i,33,i,13,-1.2%,-5%,6%,2%,-0.1%,1.1,56

# Results in KOR beta-arrestin-1, for some of the entries so far:
mol	KOR beta-arrestin-1
Cc1cccc(NC(=S)NC(=O)c2ccc(Br)o2)c1	0.2%
CC1CCC(C(C)C)C(OCC(O)CN2CCOCC2)C1 (stereo unspecified)	0.9%
N#Cc1ccccc1Oc1ccccc1C=O	-1.9%

# The list continues:
SMILES,HEK293 NOD2/NF-kB,T cell modulator,T cell modulator vesicle-bound %,Myeloid diff MLP,Myeloid diff MLP GFP+ MAC1+ %,KOR beta-arrestin-1,GPR55 antagonists,KOR beta-arrestin-2,NOD1 NF-kB reporter,GPR55 activation,NTR1 agonist,NTR1 agonist cell count 20 µM
CCn1c(C)nc2cc(C(=O)NNS(=O)(=O)c3ccccc3F)ccc21,-4%,i,60,i,0.7,-0.9%,15%,3%,-16%,-0.1%,0.3,56
CCCOc1ccc(CNC(=S)Nc2ccccc2)cc1Cl,3%,i,23,i,0.6,-5.6%,5%,34%,-2%,0.4%,6.0,79
COc1ccc(/C=c2/sc3n(c2=O)C(c2ccccc2OC)C2=C(N=3)c3ccccc3CC2)cc1O (stereo unspecified),-24%,i,28,i,0.8,4.6%,-6%,-3%,-19%,-0.1%,7.0,74
CCn1c(N)c(C(=O)NCc2ccco2)sc1=S,1%,i,11,i,3.0,3.0%,-8%,-24%,35%,-0.1%,-0.3,48
COc1ccc(NC(=O)Cc2nnc(SCC(=O)Nc3cc(C)ccc3OC)n2C)cc1,-19%,i,50,i,0.4,1.9%,1%,2%,-19%,-0.1%,-0.6,58
O=C(NCCCn1ccnc1)/C(=C/c1ccco1)NC(=O)c1cccs1,9%,i,34,i,0.1,-4.2%,13%,16%,-4%,-0.5%,-2.0,75
Clc1ccc(OCCSc2nnnn2C2CCCCC2)cc1,-30%,i,21,i,0.4,5.3%,-2%,-33%,-49%,-0.2%,1.8,43
Cc1nnsc1SCC(=O)O,-28%,i,10,i,0.6,2.9%,-4%,-19%,-8%,-0.1%,-2.0,89
Cc1cc(C)c(C)c(OCCn2ccnc2)c1,-1%,i,47,i,0.8,0.5%,-11%,-2%,-36%,-0.2%,0.0,59
COc1ccc(S(=O)(=O)NCC(=O)N(Cc2ccco2)C(C(=O)NC(C)(C)C)C(C)C)cc1 (stereo unspecified),19%,i,36,i,1.8,-2.4%,8%,14%,25%,-0.2%,0.2,53
CCc1nccn1S(=O)(=O)c1ccc(Br)cc1Br,3%,i,23,i,1.7,5.4%,7%,10%,-9%,0.1%,-0.1,62
CC(C)c1cc(C(=O)O)n[nH]1,-5%,i,33,i,4.5,1.4%,-2%,5%,-25%,0.0%,1.5,45
CC(C)(C)c1ccc(OCC(=O)N2CCN(C=O)CC2)cc1,7%,i,56,i,0.6,-7.1%,10%,31%,-5%,-0.2%,-0.1,58
Cc1ccc(C)c(-n2ccnc2SCC(N)=O)c1,15%,i,46,i,0.4,-9.5%,2%,3%[20 µM],-25%,0.2%,2.8,49
NNC(=O)c1ccc(COc2ccccc2)cc1,9%,i,62,i,0.6,-3.1%,-3%,24%,-11%,?,-0.4,85
N#Cc1ccccc1NC(=O)c1ccc(-c2ccccc2Cl)o1,-68%,i,50,i,0.8,3.0%,-3%,-14%,-28%,-0.1%,-0.2,44
O=C(Cn1ncc2c3ccccc3n(Cc3ccccc3)c2c1=O)NC1CCCC1,4%,i,12,i,0.4,3.2%,13%,15%,-24%,-0.1%,0.9,77
COCCNC(=S)N1CCCC(CO)C1 (stereo unspecified),-28%,i,32,i,0.1,-3.7%,-3%,23%,16%,-0.2%,-0.6,40
CCOc1ccc(-c2nc(-c3ccccc3C)no2)cc1,-125%,i,27,·,·,-1.6%,1%,-3%,-37%,-0.1%,5.2,53
CC1CCc2c(sc3ncnc(NCc4cccnc4)c23)C1 (stereo unspecified),17%,i,32,i,0.2,-3.9%,-7%,-18%,-17%,0.1%,1.8,31
O=S(=O)(c1ccc(Nc2ccc3c(c2)OCO3)nc1)N1CCOCC1,-10%,i,14,i,0.4,0.8%,-1%,-6%,-16%,0.4%,-1.0,83
COCCNC(=O)c1cccc(Nc2nc(-c3ccccc3)c3cc(Cl)ccc3n2)c1,30%,i,56,i,0.2,1.2%,8%,24%,51%,0.1%,11,90
COc1ccc(S(=O)(=O)N(CCc2ccccc2)CC(=O)O)cc1OC,-2%,i,33,i,1.9,-9.8%,-2%,14%,-17%,-0.2%,1.0,53
CC1CN(C(=O)c2cc(S(=O)(=O)N3CCCC3)c(Cl)cc2Cl)CC(C)O1 (stereo unspecified),-2%,i,20,i,11,-1.9%,-7%,13%,-19%,-0.3%,-0.5,45
O=C(CN1C(=O)NC2(CCCC2)C1=O)Nc1cc(S(=O)(=O)N2CCOCC2)ccc1OCC(F)(F)F,9%,i,58,i,1.6,5.5%,5%,-31%,-22%,-0.1%,0.5,66
COCCCN1C(=O)N(c2ccc(F)cc2)C(=O)C1CC(=O)Nc1ccc(OC)cc1 (stereo unspecified),-18%,i,46,i,0.1,-1.2%,-7%,-12%,-7%,0.0%,-1.2,95
CC(=O)c1c(C)[nH]c(C(=O)OCc2ccc([N+](=O)[O-])cc2)c1C,8%,i,19,i,0.2,-2.6%,5%,-18%,-4%,0.5%,2.4,53
Cc1ccccc1NC(=O)NCCc1c[nH]c2ccccc12,-8%,i,56,i,0.5,3.9%,6%,-9%,16%,-0.9%,3.4,64
CCCCN(C(=O)c1ccc(C#N)cc1)c1c(N)n(CCC)c(=O)[nH]c1=O,-16%,i,23,i,0.6,2.8%,-13%,-42%,54%,-0.1%,-0.6,56
COCCN(C(=O)C(C)C)c1nnc(-c2cccc(C)c2)s1,-4%,i,64,i,1.4,-4.9%,10%,-6%,2%,0.9%,7.2,57
Cc1[nH]c2ccc(F)cc2c(=O)c1SC(F)(F)C(F)F,18%,i,45,i,0.5,-0.5%,-3%,6%,-12%,0.0%,-1.1,54
Cn1c(SCc2cccc(Br)c2)nnc1-c1ccncc1,12%,i,60,i,0.6,3.6%,-2%,20%,-2%,0.0%,-0.4,71
O=C(NCc1n[nH]c(=S)n1-c1ccc(Cl)c(Cl)c1)c1ccc(S(=O)(=O)N2CCOCC2)cc1,6%,i,63,i,0.2,-1.7%,-5%,-27%,-38%,0.5%,-0.8,83

# Screening results: PubChem BioAssay, several laboratories
